High-throughput results as filed in PubChem BioAssay.
Luc counter = counter-screen: inhibitors of Kinase-Glo firefly luciferase. Potency, µM (highest dose often 38.3 µM), without a hit: at the top dose activity change, negative = inhibition, most hits filed as inhibitors. Q27757. 0.28% of 200,000 active. AID 1379. Kinase-Glo luciferase, ATP luminescence, 8 min; note: potency is the fitted concentration of half-maximal effect; % is set by controls: 0 for no effect and ±100 for the full control effect; nearly all actives have a fitted effect of over 60% in size
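Inhibition of Kinase-Glo luciferase light generation was assessed at 10 uM ATP in pH 7.2 imidazole buffer, with luminescence measured after eight minutes at ambient temperature.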
HttQ103 aggreg = inhibitors of mutant huntingtin aggregate formation in PC12 cells; Potency, µM (doses to about 46.1 µM), without a hit: at the highest dose activity change, negative = inhibition, usual class: inhibitors; PC12 HttQ103-GFP aggregates, Acumen cytometry, 40 h; AID 1688; 1.1% of 220,000 active; note: potency is the fitted concentration of half-maximal effect; % is set by controls: 0 for no effect and ±100 for the full control effect; nearly all actives have a fitted effect of over 60% in size
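PC12/HTTQ103-GFP, ecdysone-inducible; teb 100 nM; cpd qHTS titration; GFP aggregates read on laser cytometer, Ex 488/Em 500-530 nm.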
HTT cytoprotect = Huntington cell model cytoprotection by ATP luminescence. Potency, µM (top dose mostly 56.4 µM), without a hit: cytoprotection (ATP increase), actives largely listed as activators. AID 1471. PC12 HTT-Q103 induced, cytoprotection, ATP luminescence, 40 h. 0.14% of 230,000 active;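 note: potency is the fitted concentration of half-maximal effect; % of control where 0% means no effect; nearly all actives have a fitted effect of over 45% in size; toxic huntingtin expression switched on by the ecdysone agonist tebufenozide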
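Huntington model: PC12 line, ecdysone-inducible HTTQ103 exon1–GFP, tebufenozide 100 nM. Test articles in a dose series. Endpoint luminescence from cellular ATP.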
IMPase Li inh = membrane-permeable IMPase blocker, potentiated with lithium. CHO-M1 cells, IP1 TR-FRET (IP-One), carbachol + lithium. Potency, µM (series often up to 59.4 µM), for inactives: top-dose activity, negative = IMPase inhibition, usual class: inhibitors. 0.35% of 210,000 active. AID 1457;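 note: IP1 builds up when IMPase is blocked and the TR-FRET signal falls; potency is the fitted concentration of half-maximal effect; plate controls were basal vehicle for no effect and high inhibitor control for full effect; nearly all actives have a fitted effect of over 50% in size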
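Test compounds were applied to CHO-M1 cells previously cultured for 16–30 h at 2000 per well. A small lithium amount accompanied them; after 30 min at 37C, IP1 was quantified by TR-FRET.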
LMNA splice mod = LMNA splicing modulation | HeLa LMNA splicing GFP/RFP minigene ratio, 48 h | Potency, µM (series often up to 46.1 µM), for the others: top-dose ratio change, negative = inhibition, hits mostly inhibitors | 0.01% of 200,000 active; active = well fitted inhibition curve with a large enough effect in the signal ratio, with a control signal flat, not every such curve was filed as active; inconclusive = small, poorly fitted or top-dose-only effect, or effect the other way, or a change in a side signal; the % refers to the signal ratio; note: potency is the fitted concentration of half-maximal effect; % is set by controls: 0 for no effect and ±100 for the full control effect
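Read-out is the ratio of GFP to DsRed2 object intensity, acquired by 488 nm laser-scanning cytometry on HeLa lamin A-EGFP minigene reporter cells. Compound incubation 48 hrs at 37 °C in Opti-MEM with 2% FBS; DMSO 0.5% final.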
CBFb-RUNX1 inh = CBF-beta/RUNX1 interaction disruption | Q01196+Q13951 | AlphaScreen CBFb-His/RUNX1-biotin binding, biochemical | 230,000 tested, under 10 active | Potency, µM (doses to about 59.8 µM), for inactives: at the highest dose activity, negative = inhibition, hits mostly inhibitors | AID 1477; note: % of control where 0% means no effect
Target sequence (Q01196 whole entry, looked up): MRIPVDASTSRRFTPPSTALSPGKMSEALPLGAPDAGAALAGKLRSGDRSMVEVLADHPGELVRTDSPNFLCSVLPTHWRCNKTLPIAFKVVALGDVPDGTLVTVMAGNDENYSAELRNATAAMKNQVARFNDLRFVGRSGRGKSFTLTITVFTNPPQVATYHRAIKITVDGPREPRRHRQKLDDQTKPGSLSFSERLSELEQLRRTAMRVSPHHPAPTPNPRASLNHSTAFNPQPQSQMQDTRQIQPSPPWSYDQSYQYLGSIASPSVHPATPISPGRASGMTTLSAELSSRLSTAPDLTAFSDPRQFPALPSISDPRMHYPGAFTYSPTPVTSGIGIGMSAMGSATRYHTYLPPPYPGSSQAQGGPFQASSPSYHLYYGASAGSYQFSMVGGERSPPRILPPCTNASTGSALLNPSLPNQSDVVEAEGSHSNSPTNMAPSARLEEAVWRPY
Target sequence (Q13951 whole entry, looked up): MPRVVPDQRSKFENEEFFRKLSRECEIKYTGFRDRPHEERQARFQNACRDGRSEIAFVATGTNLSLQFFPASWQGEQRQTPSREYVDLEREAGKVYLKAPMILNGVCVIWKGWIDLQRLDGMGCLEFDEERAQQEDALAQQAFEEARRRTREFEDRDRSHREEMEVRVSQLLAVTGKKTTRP
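Interaction loss through any mechanism counts as activity. Pre-formed complex of His-CBF-beta and biotin-RUNX1 (30 nM apiece) is incubated with compound 15 min, then with 50 ng nickel and 50 ng streptavidin beads for 90 min before AlphaScreen detection.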
SMN2 splice up = SMN2 splice variant enhancement. AID 1458. 2.8% of 210,000 active. Potency, µM (top dose mostly 46.1 µM), for the others: at the top dose activity change, positive = activation, hits mostly activators. HEK293 SMN2-luciferase splicing reporter, luminescence, 30-36 h; note: potency is the fitted concentration of half-maximal effect; % of control where 0% means no effect; nearly all actives have a fitted effect of over 55% in size
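qHTS luciferase splicing reporter: luminescence rises when SMN2 exon 7 is included in transfected HEK293 cells. Compound exposure lasted 30-36 h at 37C, with 4.5 mM final sodium butyrate as control, followed by a ONE-Glo read.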
* hit, by the source's call; ? = inconclusive; · = no result given; [ ] = remark or other dose. Unless noted, calls come from the whole dose curve; as a rule, active = well fitted curve in the direction sought with a large enough effect; inconclusive = small, poorly fitted or top-dose-only effect, or another doubt; inactive = no such curve, though single readings can be large; an effect the other way counts as inactive or inconclusive.

SMILES | Luc counter | HttQ103 aggreg | HTT cytoprotect | IMPase Li inh | LMNA splice mod | CBFb-RUNX1 inh | SMN2 splice up
CCCc1nn2c(=O)cc(O)nc2s1 | -2.4% | 1.0% | -28.0%[10 µM] | -3.5% | -10.2% | 0.9% | 15.9%
O=c1[nH]c2ccccc2n2cnnc12 | -1.8% | 6.2% | -20.8% | 3.4% | 0.9%[46 µM] | 9.0% | 4.8%
Cc1c(Br)c([N+](=O)[O-])nn1CC(=O)NCCc1c[nH]c2ccccc12 | 1.2% | -13.4% | 0.7% | 11.0% | · | 0.8% | 2.4%
CC1CCCCC1NCC(=O)Nc1ccccc1-c1ccccc1 (stereo not given) | -2.0% | ? | 2.8%[1.9 µM] | 16.0% | -7.4% | 28.9% | -5.8%
CC(C)CNC1CS(=O)(=O)CC1O (stereo not given) | · | -8.1%[9.22 µM] | 5.1%[10 µM] | · | · | -1.5% | ·
Cc1cc(C)nc(SCC(CSc2nc(C)cc(C)n2)C(=O)O)n1 | -1.2% | 16.9%[9.22 µM] | 20.5%[10 µM] | 0.7% | 10.6%[46 µM] | -0.9% | ·
COc1ccc(-c2cc(C(=O)NC(C)C)no2)cc1 | -3.1% | -20.1% | -31.2% | -15.7%[38.3 µM] | -3.6% | 1.3% | 12.6µM*
CCCP(=O)(CCC)CCP(=O)(c1ccccc1)c1ccccc1 | · | 20.5% | -1.9%[10 µM] | · | -9.2% | 2.4% | ·
CCOC(=O)c1sc(NC(=O)CSc2nnc(C)s2)c(C(=O)OCC)c1C | -3.6% | -10.8% | -4.1% | 5.3%[38.3 µM] | ? | 4.2% | -33.2%[inhibitor]
CC(=O)Nc1ccc(/C=N/NC(=O)c2cccs2)cc1 | -17.2% | 6.9% | -43.2%[inhibitor] | -1.6% | 4.5%[46 µM] | 1.6% | 17.8µM*
Cc1ccc(-n2c(Cc3cccs3)nnc2SCC(N)=O)cc1 | -5.3% | 0.8% | -9.2% | 28.3%[38.3 µM] | 2.2% | -5.3% | 1.2%
COC(=O)[C@@H]1C[C@H]1[C@@H](NS(=O)(=O)c1ccc(-c2ccccc2)cc1)c1ccccc1 | -0.1% | · | -202.6%[inhibitor] | 3.4% | · | 13.4% | -56.8%[inhibitor]
CCN(CC)C(=O)C(C)N(C#N)c1nc(SC)nc(N(C)C)n1 (stereo not given) | 0.2% | 2.0% | -3.3%[0.074 µM] | 20.6%[38.3 µM] | -1.8% | 12.0% | ?
C=CCC(C=C)[N+]1(CC(=O)OC)CCCCC1 (stereo not given) | 3.9% | 2.3% | 8.5% | -2.4% | · | 11.9% | -45.3%
CCN(CC)c1ccc2cc(C(N)=O)/c(=N\NC(=O)c3ccncc3)oc2c1 | 0.6% | ? | -13.5% | 35.3%[activator] | · | -2.1% | 11.2%
COc1cccc(CNC(=O)CSc2ccc(-c3cccs3)nn2)c1 | -1.8% | -2.8% | -17.0% | ? | · | -20.6% | -8.3%
CC(O)C1CCC2C3CC[C@H]4CC(O)CCC4(C)C3CC3(OCCO3)C12C (stereo not given in full) | -3.3% | 10.1% | -14.9% | 3.9%[38.3 µM] | 3.2% | 3.7% | -25.6%
O=C(c1ccco1)c1cn(CC(=O)N2CCCCCC2)c2ccccc12 | 1.7% | 10.7%[9.22 µM] | -35.9% | 9.7% | -23.7%[46 µM] | 2.8% | 2.2%
O=C(Nc1ccc(F)cc1F)c1ccco1 | -11.9% | 16.0% | -15.5% | -10.8%[38.3 µM] | 5.9% | 5.0% | -18.5%
CCCn1cc2c(c1-c1ccc(C)cc1)c(=O)n(C)c(=O)n2C | -3.6% | 12.2%[9.22 µM] | 7.1%[10 µM] | 11.2% | -0.7%[46 µM] | -9.7% | ·

In a second layout: 7 of the compounds above.
Results follow in this order: Luc counter, HttQ103 aggreg, HTT cytoprotect, IMPase Li inh, LMNA splice mod, CBFb-RUNX1 inh, SMN2 splice up
> CC(=O)Nc1ccc(/C=N/NC(=O)c2cccs2)cc1
 : -17.2%, 6.9%, -43.2%[inhibitor], -1.6%, 4.5%[46 µM], 1.6%, 17.8µM*
> Cc1ccc(-n2c(Cc3cccs3)nnc2SCC(N)=O)cc1
 : -5.3%, 0.8%, -9.2%, 28.3%[38.3 µM], 2.2%, -5.3%, 1.2%
> COC(=O)[C@@H]1C[C@H]1[C@@H](NS(=O)(=O)c1ccc(-c2ccccc2)cc1)c1ccccc1
 : -0.1%, ·, -202.6%[inhibitor], 3.4%, ·, 13.4%, -56.8%[inhibitor]
> CCN(CC)C(=O)C(C)N(C#N)c1nc(SC)nc(N(C)C)n1 (stereo not given)
 : 0.2%, 2.0%, -3.3%[0.074 µM], 20.6%[38.3 µM], -1.8%, 12.0%, ?
> C=CCC(C=C)[N+]1(CC(=O)OC)CCCCC1 (stereo not given)
 : 3.9%, 2.3%, 8.5%, -2.4%, ·, 11.9%, -45.3%
> CCN(CC)c1ccc2cc(C(N)=O)/c(=N\NC(=O)c3ccncc3)oc2c1
 : 0.6%, ?, -13.5%, 35.3%[activator], ·, -2.1%, 11.2%
> COc1cccc(CNC(=O)CSc2ccc(-c3cccs3)nn2)c1
 : -1.8%, -2.8%, -17.0%, ?, ·, -20.6%, -8.3%

Carrying on:
SMILES | Luc counter | HttQ103 aggreg | HTT cytoprotect | IMPase Li inh | LMNA splice mod | CBFb-RUNX1 inh | SMN2 splice up
CCCn1c(CC)nc([N+](=O)[O-])c1Sc1ccc(F)cc1 | -0.5% | 25.1% | 31.2% | 21.9%[38.3 µM] | 1.7% | -3.1% | ·
CC(C)=CCc1c(O)ccc(C(=O)Cc2ccccc2)c1O | -5.3% | ? | -17.5% | 10.9%[38.3 µM] | ? | 12.1% | -25.3%
COc1ccc(-c2nc(C#N)c(NCc3ccccc3Cl)o2)cc1 | 1.4% | 0.5% | -37.2%[0.074 µM] | -6.8%[38.3 µM] | 13.1% | 10.0% | -15.4%
COc1ccc2occ(NC(C)=O)c2c1 | -1.9% | ? | 13.5% | -14.6%[38.3 µM] | ? | 6.4% | -3.3%
CC(C)OC(=O)CSc1nc(Cc2cccs2)nc2ccccc12 | -3.6% | 8.9%[9.22 µM] | 17.0%[10 µM] | 3.0% | 0.9%[46 µM] | 13.9% | ·
CCO[C@@H]1OC(C(=O)NCc2ccccc2)=C[C@H](c2cn(C(C)=O)c3ccccc23)[C@H]1CCCO | · | 5.3%[9.22 µM] | 3.0%[10 µM] | 10.3% | · | -2.8% | ·
CCOC(=O)c1ccc(NC(=O)c2cc(F)c(F)cc2Cl)cc1 | -1.4% | -0.1% | 1.4% | 4.2% | · | 12.1% | 4.1%
CC(C)(C)C1CCc2onc(C(=O)O)c2C1 (stereo not given) | -2.3% | 4.2%[9.22 µM] | 2.7%[10 µM] | 3.6% | 3.0%[46 µM] | 6.9% | ·
CN(C)c1ncnc2ccc(-c3cccc(NS(C)(=O)=O)c3)cc12 | · | · | -130.6%[inhibitor] | -1.4% | ? | · | ·
O=C(CN1C(=O)c2ccccc2C1=O)Nc1cccnc1 | 0.6% | 10.5% | -20.3%[10 µM] | -5.8%[38.3 µM] | 8.8% | 5.8% | 9.3%
CCOC(=O)c1c(NC(=O)c2c(Br)cnn2C)c(C#N)nn1-c1ccccc1 | 5.3% | 5.4% | -4.1% | 13.0%[38.3 µM] | 0.7% | -2.3% | -98.5%[inhibitor]
CCOC(=O)c1ccccc1NS(=O)(=O)c1ccc(C)cc1 | -6.0% | -18.8% | -33.2% | -6.7%[38.3 µM] | ? | 11.9% | 3.7%
O=C(NC(=O)c1ccccc1)NC1(C(F)(F)F)OCCO1 | -0.5% | 9.9% | -0.1% | -6.3%[38.3 µM] | 8.6% | 2.0% | 15.8µM*
Cc1cc(NO)nc(-c2ccc(Br)cc2)n1 | 0.8% | 24.0% | 4.0% | -9.0%[38.3 µM] | ? | 7.7% | 15.8µM*
O=C(Nc1ccccc1N1CCOCC1)c1ccc([N+](=O)[O-])cc1 | 1.2% | -13.1% | -4.0% | 13.9%[38.3 µM] | 2.5% | -2.3% | -12.5%
Cc1ccc2nc3sc(C(=O)Nc4ccc(N5CCOCC5)cc4)c(N)c3cc2c1 | 2.1% | -0.2% | 14.5%[10 µM] | 23.9%[38.3 µM] | -4.9% | -0.7% | -21.2%
Clc1nc(-c2ccccn2)nc2scc(-c3ccccc3)c12 | -14.7% | 10.4% | -5.6%[10 µM] | -2.3% | ? | -11.7% | 5.62µM*
O=C(O)C1(NS(=O)(=O)c2ccc(Cl)cc2)CCCCC1 | -0.2% | 6.3% | -4.5% | 1.2%[38.3 µM] | -15.9% | 1.4% | -5.6%
Cc1cc(C(=O)N/N=C2\CC(=O)CC(C)(C)C2)n[nH]1 | -1.6% | -14.7% | 10.9% | -4.6%[38.3 µM] | -6.1% | -0.4% | -5.0%
Cn1cc(C=O)c2cc(F)ccc21 | 3.2% | -9.1%[9.22 µM] | 8.2%[10 µM] | 2.0% | · | 7.8% | ·
O=C(COC(=O)CC12CC3CC(CC(C3)C1)C2)Nc1cccnc1Cl | 0.7% | 26.4% | -9.8% | 8.7% | -22.7%[46 µM] | 7.5% | 1.6%
COc1ccc(C2CC(c3cccs3)=NN2C(=O)CSc2nnc(N)s2)cc1OC (stereo not given) | -3.1% | -6.8% | -21.7% | 0.4% | 9.0%[46 µM] | 2.4% | -2.9%
CCCCNC(=O)CSc1nc2ccccc2c(=O)n1CC1COc2ccccc2O1 (stereo not given) | -0.1% | -27.1% | -24.9% | 3.2%[38.3 µM] | 3.1% | 1.0% | -5.4%
N#Cc1ccc(COC(=O)c2ccc(N3CCCC3)c([N+](=O)[O-])c2)cc1 | 1.7% | 17.2% | 22.3%[10 µM] | 12.8% | -8.4% | ? | -4.5%
CC(c1ccco1)N(C(=O)c1ccc(F)cc1)c1ccccn1 (stereo not given) | 3.0% | 4.3% | -2.4%[10 µM] | 11.5% | 7.6%[46 µM] | -7.0% | -0.5%
Cc1ccc(Nc2nnc(SCC(=O)N(C)C3CCS(=O)(=O)C3)s2)cc1 (stereo not given) | -2.3% | -2.2% | -104.3%[inhibitor] | -3.9% | 5.5%[46 µM] | -3.7% | ?
CCOC(=O)c1sc2ncnc(N3CCN(C(=O)OCC)CC3)c2c1C | 3.2% | -24.8% | 9.6%[1.9 µM] | -21.2%[38.3 µM] | -8.5% | 9.6% | -30.3%[inhibitor]
